TRHR ag = qHTS for Small Molecule Agonists and Allosteric Enhancers of Human TRH Receptor: Primary Screen for Agonists | Thyrotropin-releasing hormone receptor (Homo sapiens), P34981 | activation, % at 2 µM | TRHR cells, calcium flux fluo-8, FDSS agonist mode | actives 0.18% (n = 360,000); in the data active = activation above about 30%; note: 0% is about no effect
Target sequence (P34981 whole entry, looked up): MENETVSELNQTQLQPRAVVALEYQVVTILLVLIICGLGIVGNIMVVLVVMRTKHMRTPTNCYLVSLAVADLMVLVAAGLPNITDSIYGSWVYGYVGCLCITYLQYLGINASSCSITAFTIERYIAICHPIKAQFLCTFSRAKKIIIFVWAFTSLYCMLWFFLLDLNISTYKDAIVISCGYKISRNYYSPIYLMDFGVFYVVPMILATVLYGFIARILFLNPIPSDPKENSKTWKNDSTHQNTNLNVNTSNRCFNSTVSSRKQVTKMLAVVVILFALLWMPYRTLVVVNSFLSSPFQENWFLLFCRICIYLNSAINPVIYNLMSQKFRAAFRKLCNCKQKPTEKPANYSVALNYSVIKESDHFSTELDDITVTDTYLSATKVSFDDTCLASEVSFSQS
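In this calcium-flux screen, cells bearing human TRHR are dye-loaded with fluo-8, baselined for 10 cycles, then exposed to library compounds; positive kinetic calcium responses during the agonist phase mark hits, with TRH as control.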
USP1 inh = Inhibitors of USP1/UAF1: Primary Screen; Ubiquitin carboxyl-terminal hydrolase 1 (Homo sapiens), O94782; Potency, µM (doses to about 57.1 µM), without a hit: at the top dose activity change, negative = inhibition, hits mostly inhibitors; recombinant USP1/UAF1, Ub-Rhodamine cleavage fluorescence; actives 0.23% (n = 390,000); AID 743255, 2014; note: potency is the fitted concentration of half-maximal effect; % is set by controls: 0 for no effect and ±100 for the full control effect; nearly all actives have a fitted effect of over 60% in size; inactives centre near -12
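USP1/UAF1 complex (1 nM) preincubated 15 min at room temperature with compound, then Ub-Rho substrate (150 nM final) added. Kinetic fluorescence at 480/540 nm over 6 reads at 60 s intervals; 50 mM HEPES pH 7.8, 0.5 mM EDTA, 0.1 mg/ml BSA, 1 mM TCEP, 0.01% Tween-20.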
TRHR PAM = qHTS for Small Molecule Agonists and Allosteric Enhancers of Human TRH Receptor: Primary Screen for Enhancers; Thyrotropin-releasing hormone receptor (Homo sapiens), P34981; TRHR cells, fluo-8 calcium fluorescence, EC20 TRH enhancement; enhancement, % at 2 µM; actives 0.66% (n = 360,000); in the data active = enhancement above about 30%; note: 0% is about no effect
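TRHR-expressing cells loaded with fluo-8 calcium dye were read kinetically (ex 480/em 530) during compound addition, then stimulated with an EC20 of TRH (10 nM final). Enhancement of the Gq-mediated intracellular calcium response was scored.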
TrxR1 substrate = qHTS Assay for Substrates of Mammalian Selenoprotein Thioredoxin Reductase 1 (TrxR1): qHTS. Thioredoxin reductase 1, cytoplasmic (Rattus norvegicus), O89049. purified TrxR1 substrate turnover, NADPH consumption readout. Potency, µM (titrated, usually from 114 µM), without a hit: at the highest dose activity change, negative = substrate turnover. actives 0.01% (n = 390,000); note: potency is the fitted concentration of half-maximal effect; % is set by controls: 0 for no effect and ±100 for the full control effect; nearly all actives have a fitted effect of over 50% in size
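Rat TrxR1, dispensed at 90 nM, was prereduced with 400 uM NADPH (final) for 5 min at ~22 deg C, then incubated with compound 15 min before 400 uM selenite. A first-read NADPH fluorescence drop versus no-compound background flagged substrates.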
D2 agonist = HTS Assay for Allosteric Agonists of the Human D2 Dopamine Receptor: Primary Screen for Agonists; HEK293 T-REx D2 cells, calcium flux agonist mode; actives 0.53% (n = 340,000); D(2) dopamine receptor (Homo sapiens), P14416; AID 485358, 2010; activation, % at 2 µM;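 active = activation over 3 SD above normal in the single-dose calcium agonist read, cut at about 30% in these data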; note: 0% is about no effect
Target sequence (P14416 whole entry, looked up): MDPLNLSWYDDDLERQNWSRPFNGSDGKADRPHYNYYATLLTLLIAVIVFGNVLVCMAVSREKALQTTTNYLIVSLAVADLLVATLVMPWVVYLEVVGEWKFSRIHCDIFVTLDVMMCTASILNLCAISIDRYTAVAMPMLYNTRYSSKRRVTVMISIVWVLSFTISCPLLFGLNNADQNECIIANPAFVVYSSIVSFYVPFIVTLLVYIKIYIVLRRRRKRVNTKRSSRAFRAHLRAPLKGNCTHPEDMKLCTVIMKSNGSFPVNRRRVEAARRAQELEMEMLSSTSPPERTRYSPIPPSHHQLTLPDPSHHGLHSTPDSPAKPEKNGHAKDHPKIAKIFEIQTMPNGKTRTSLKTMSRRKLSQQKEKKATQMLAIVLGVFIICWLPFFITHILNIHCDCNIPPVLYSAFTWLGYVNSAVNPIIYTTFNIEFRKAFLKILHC
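Tetracycline-induced HEK293 T-REx cells with force-coupled D2 receptor, plated overnight at 30 C, loaded with no-wash calcium dye. After a 10 s baseline, compound was pin-added and calcium flux read kinetically for 180 s; calcium rises flagged agonists.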
Pin1 inhibitor = qHTS Assay to Find Inhibitors of Pin1; Peptidyl-prolyl cis-trans isomerase NIMA-interacting 1 (Homo sapiens), Q13526; Pin1 FP peptide displacement, HiFluor488, 10 min; Potency, µM (doses to about 115 µM), for the others: at the highest dose activity, negative = inhibition, most hits filed as inhibitors; actives 0.009% (n = 390,000); AID 504891, 2011; active = well fitted inhibition curve with a large enough effect in the polarisation, with a control signal flat, not every such curve was filed as active; inconclusive = small, poorly fitted or top-dose-only effect, or effect the other way, or a change in a side signal; inactive = no such curve, though single readings can be large or run the other way; the % refers to the polarisation; note: potency is the fitted concentration of half-maximal effect; % is set by controls: 0 for no effect and ±100 for the full control effect
Target sequence (Q13526 whole entry, looked up): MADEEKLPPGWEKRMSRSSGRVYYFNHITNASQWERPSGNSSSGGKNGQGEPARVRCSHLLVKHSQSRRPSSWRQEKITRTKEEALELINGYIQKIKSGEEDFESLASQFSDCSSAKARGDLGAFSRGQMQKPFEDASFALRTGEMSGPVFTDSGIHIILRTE
IDH1 R132H inh = qHTS for Inhibitors of mutant isocitrate dehydrogenase 1 (IDH1): qHTS. AID 602179, 2012. Isocitrate dehydrogenase [NADP] cytoplasmic (Homo sapiens), O75874. Potency, µM (titrated, usually from 76.6 µM), for the others: at the highest dose activity change, negative = inhibition, usual class: inhibitors. IDH1-R132H enzyme, NADPH consumption, diaphorase/resazurin fluorescence. actives 0.093% (n = 390,000); note: potency is the fitted concentration of half-maximal effect; % is set by controls: 0 for no effect and ±100 for the full control effect; nearly all actives have a fitted effect of over 65% in size
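IDH1-R132H (0.5 ug/mL dispensed) in pH 7.5 Tris buffer was preincubated 30 min with compound, then given a substrate mix of 0.016 mM NADPH and 2 mM alpha-KG for 80 min at room temperature; remaining NADPH was read by diaphorase/resazurin fluorescence.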
D2 antagonist = HTS Assay for Allosteric Antagonists of the Human D2 Dopamine Receptor: Primary Screen for Antagonists | D(2) dopamine receptor (Homo sapiens), P14416 | HEK293 TREx D2 cells, calcium flux, dopamine EC80 | inhibition, % at 10 µM | actives 2% (n = 340,000); in the data active = inhibition above about 30%; note: 0% is about no effect
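Calcium flux kinetic readout in an inducible HEK293 TREx D2 line plated overnight at 30 C. After 180 s compound exposure, an EC80 dopamine challenge follows with another 180 s kinetic read to detect antagonism.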
TrxR1 inh = qHTS Assay for Inhibitors of Mammalian Selenoprotein Thioredoxin Reductase 1 (TrxR1): qHTS | Thioredoxin reductase 1, cytoplasmic (Rattus norvegicus), O89049 | recombinant rTrxR1, NADPH fluorescence consumption, selenite substrate | Potency, µM (titrated, usually from 114 µM), without a hit: top-dose activity change, negative = inhibition, usual class: inhibitors | actives 1% (n = 390,000) | AID 588453, 2011; note: potency is the fitted concentration of half-maximal effect; % is set by controls: 0 for no effect and ±100 for the full control effect; nearly all actives have a fitted effect of over 65% in size
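Rat TrxR1 (90 nM in the dispensed reagent) was pre-reduced with 400 uM NADPH for 5 min at room temperature, then incubated with compound for 15 min. After 400 uM selenite was added, NADPH fluorescence (Ex 340/Em 450 nm) was followed for 8 min.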
Active calls of the source: *; ? = inconclusive; nt = not tested or not shown; & = joins results of further samples; [ ] = dose if it differs, or a comment. Unless noted, calls come from the whole dose curve; as a rule, active = well fitted inhibition curve with a large enough effect; inconclusive = small, poorly fitted or top-dose-only effect; inactive = no such curve, though single readings can be large or run the other way. Only part of the results is shown, so the mix of outcomes need not match the whole.

(1) COc1ccc(CN(C)C(=O)CCc2ccc(S(=O)(=O)N3CCCCCC3)cc2)c(OC)c1
(2) CCOC(=O)c1cccc(NC(=O)CCc2nc(-c3ccccc3F)no2)c1
(3) CC(=O)Nc1cccc(NC(=O)CSc2nnc3ccc(-c4ccncc4)nn23)c1
(4) Cc1ccc([N+](=O)[O-])c(OCCn2cnc3ccccc32)c1
(5) COc1ccc(N2CC(C(=O)Nc3ccc(S(=O)(=O)N4CCCC4)cc3)CC2=O)cc1 (configuration not stated)
(6) Cc1cccc2sc(N(CCCN(C)C)C(=O)c3ccc(Cl)s3)nc12
(7) CCN1CCN(C(=O)c2cnn(-c3cccc(C)c3)c2C2CCN(C(=O)OC(C)(C)C)CC2)CC1
(8) Cc1ccc(CNS(=O)(=O)c2cc3c(cc2C)NC(=O)CO3)cc1
(9) O=[N+]([O-])c1ccccc1OCCCNCc1ccccc1
(10) Cc1cc(=O)oc2cc(OCCSc3nnc(-c4ccccc4)o3)ccc12
entry no.	1	2	3	4	5	6	7	8	9	10
TRHR ag	1.9	0.3	0.3	0.3	0.7	0.3&-0.8	1.8	0.2&0.3	0.0	-2.2
USP1 inh	-15%	-8%	-19%	-3%	4%	-8%&-13%	8%	-15%&-13%	-5%	-18%
TRHR PAM	-3	-2	-4	-5	18	-7&13	16	3&0	3	0
TrxR1 substrate	-6%	-1%[57.1 µM]	-7%	1%[57.1 µM]	-4%[0.0914 µM]	-3%&-4%	2%	-1%[57.1 µM]	10%[11.4 µM]	24%[57.1 µM]
D2 agonist	-0.3	-1.4	1.3	0.7	nt	0.1	1.8	3.6&-0.3	0.4	-1.3
Pin1 inhibitor	-1%	-2%	0%	6%	-1%	2%&-1%	-1%	-4%&0%	1%	-7%
IDH1 R132H inh	1%	3%	7%	-1%	4%	-1%&6%	-12%	-4%&-3%	6%	0%
D2 antagonist	-12	4	15	19	nt	-7	nt	48*	38*	-5
TrxR1 inh	20%	11%	-13%	10%[57.1 µM]	2%	0%&1%	5%	6%[57.1 µM]	24%[11.4 µM]	10%

(11) CC1=CC(=C(C#N)C#N)C=C(C)N1Cc1ccccc1
(12) CCCNC(=O)c1ccc(N2CCC3(CC2)CC(c2cccc(Br)c2)=NO3)c(NC(=O)c2ccccc2)c1
(13) COC(=O)c1ccc(OCC(=O)NC2CCCCCC2)cc1
(14) Cc1cc(C)c(S(=O)(=O)c2ccccc2C)c(Cl)n1
(15) CC(C)OCC1CO1 (configuration not stated)
(16) CCC(=O)N1CCN(c2cc(C)ccc2C)CC1
(17) COc1ccc(/C(C)=N/NC(=O)c2cccc(S(=O)(=O)N3CCCC3)c2)c(O)c1
(18) COc1cc(CN2CCN(c3ccc(C)cc3)CC2)cc([N+](=O)[O-])c1O
(19) Cc1ccc(CNc2ccc3c(c2)ncn3C(C)(C)C)cc1
(20) Cc1ccc(CNC(=O)c2nnc(Cc3cccc(F)c3)o2)cc1
entry no.	11	12	13	14	15	16	17	18	19	20
TRHR ag	0.5	0.3	-2.4	-0.6	0.2	1.7	2.2	-0.4	0.4	1.4
USP1 inh	?	-36%	-21%	0%	-16%	4%	-7%	-10%	-24%	-14%
TRHR PAM	-7	3	1	0	-3	-9	-4	-10	3	0
TrxR1 substrate	9%[57.1 µM]	4%	7%	-3%	7%	-4%	-7%[57.1 µM]	-3%	12%	-8%
D2 agonist	0.6	-1.3	nt	-0.5	0.3	-3.2	-0.1	-1.5	2.6	1.3
Pin1 inhibitor	?	19%	3%	-12%	-12%	4%	1%	0%	3%	-1%
IDH1 R132H inh	4%	3%	5%	11%	4%	3%	-14%	0%	1%	1%
D2 antagonist	-8	17	nt	10	-8	5	-11	15	-21	nt
TrxR1 inh	17%[11.4 µM]	11%	30%	14%	25%	-20%	-7%[57.1 µM]	8%	16%	26%

(21) Cc1oc(-c2ccc(C(=O)NCc3ccc(N(C)C)cc3)cc2)nc1COc1ccccc1
(22) COc1ccccc1N1CCN(C(=O)c2cc3c(s2)CCC3)CC1
(23) COCCN(CCOC)C(=O)Nc1ccc(Cl)cc1
(24) CCCCNC(=O)CN1C(=O)COc2ccc(S(=O)(=O)N3CCCC3)cc21
(25) Cc1ccccc1OCCn1cc(C(=O)c2ccco2)c2ccccc21
(26) CCN1CCN(C(c2cc3cc4c(cc3[nH]c2=O)OCO4)c2nnnn2C(C)(C)CC)CC1 (configuration not stated)
(27) O=C(O)CCNS(=O)(=O)c1ccc2c(c1)CCCC2
(28) CCN(CC)S(=O)(=O)c1ccc2oc(C(=O)N3CCOCC3)c(C)c2c1
(29) CCCCn1c(Nc2ccccc2)nc2ccccc21
(30) NC(=O)c1ccccc1NC(=O)CCN1C(=O)c2ccccc2C1=O
entry no.	21	22	23	24	25	26	27	28	29	30
TRHR ag	0.1	-0.8	0.1	-0.1	0.8	-0.6	-0.1	0.3	-0.2	0.3
USP1 inh	10%	-23%	-11%	-9%	-20%	7%	-24%	-7%	3%	7%
TRHR PAM	6	-5	-2	1	-3	14	-9	2	3	2
TrxR1 substrate	-2%	-4%	1%[57.1 µM]	6%	-2%	254%[activator]	-2%	-8%	1%	3%
D2 agonist	0.6	0.8	0.9	-1.1	-1.1	0.2	0.2	-2.4	0.2	0.1
Pin1 inhibitor	3%	?	8%	0%	36%[activator]	1%	-1%	5%	3%	-1%
IDH1 R132H inh	2%	0%	1%	15%	6%	0%	1%	9%	-5%	0%
D2 antagonist	nt	16	22	nt	nt	-1	-5	-1	36*	-18
TrxR1 inh	10%	-8%	29%[57.1 µM]	21%	34%	22%	11%	18%[57.1 µM]	16%	20%

5 entries out of the list, arranged by SMILES length, low to high:
(29) CCCCn1c(Nc2ccccc2)nc2ccccc21
(27) O=C(O)CCNS(=O)(=O)c1ccc2c(c1)CCCC2
(22) COc1ccccc1N1CCN(C(=O)c2cc3c(s2)CCC3)CC1
(30) NC(=O)c1ccccc1NC(=O)CCN1C(=O)c2ccccc2C1=O
(26) CCN1CCN(C(c2cc3cc4c(cc3[nH]c2=O)OCO4)c2nnnn2C(C)(C)CC)CC1 (configuration not stated)
entry no.	29	27	22	30	26
TRHR ag	-0.2	-0.1	-0.8	0.3	-0.6
USP1 inh	3%	-24%	-23%	7%	7%
TRHR PAM	3	-9	-5	2	14
TrxR1 substrate	1%	-2%	-4%	3%	254%[activator]
D2 agonist	0.2	0.2	0.8	0.1	0.2
Pin1 inhibitor	3%	-1%	?	-1%	1%
IDH1 R132H inh	-5%	1%	0%	0%	0%
D2 antagonist	36*	-5	16	-18	-1
TrxR1 inh	16%	11%	-8%	20%	22%

Next records follow.
(31) CCC(C)c1ccc(NC(=O)COC(=O)C2=COCCO2)cc1 (configuration not stated)
(32) Cc1cc(NS(=O)(=O)c2ccc(NC(=O)Nc3ccccc3)cc2)no1
(33) Oc1ccccc1CNCCCNCc1ccccc1O
(34) CCCn1c(SCC(=O)NCCc2ccccc2)nnc1C(C)C
(35) Cc1cccc(NC(=O)CN2NS(=O)(=O)c3ccccc3C2=O)c1
(36) CCOC(=O)C1=C(N)Oc2ccc3ccccc3c2C1c1ccc(O)cc1 (configuration not stated)
(37) CON(C)S(=O)(=O)c1cccc(C(=O)Oc2ccc(N(C)S(=O)(=O)c3ccccc3)cc2)c1
entry no.	31	32	33	34	35	36	37
TRHR ag	-0.4	1.0	0.0	-0.2	0.0	-0.9	1.3
USP1 inh	-13%	-12%	-8%	-10%	-3%	-21%	-11%
TRHR PAM	-1	6	-4	-2	9	-1	0
TrxR1 substrate	-7%	3%	-3%	-1%	-3%	-1%	0%
D2 agonist	-0.1	0.2	-0.4	-0.5	-0.1	0.5	1.2
Pin1 inhibitor	-13%	-7%	-1%	-3%	-5%	5%	22%
IDH1 R132H inh	8%	-1%	-3%	-2%	10%	2%	8%
D2 antagonist	-3	3	-32	0	-11	-4	-16
TrxR1 inh	-2%	18%	-9%	12%	8%[57.1 µM]	18%	21%

Single records (already shown):
Record of CCC(C)c1ccc(NC(=O)COC(=O)C2=COCCO2)cc1 (configuration not stated) = TRHR ag: -0.4; USP1 inh: -13%; TRHR PAM: -1; TrxR1 substrate: -7%; D2 agonist: -0.1; Pin1 inhibitor: -13%; IDH1 R132H inh: 8%; D2 antagonist: -3; TrxR1 inh: -2%
Record of Cc1cc(NS(=O)(=O)c2ccc(NC(=O)Nc3ccccc3)cc2)no1 = TRHR ag: 1.0; USP1 inh: -12%; TRHR PAM: 6; TrxR1 substrate: 3%; D2 agonist: 0.2; Pin1 inhibitor: -7%; IDH1 R132H inh: -1%; D2 antagonist: 3; TrxR1 inh: 18%
